KDM5B inh: Primary screen for KDM5B Histone Demethylases FDH-coupled qHTS | Lysine-specific demethylase 5B (Homo sapiens), Q9UGL1 | KDM5B demethylase, FDH-coupled NADH fluorescence (FDH is formaldehyde dehydrogenase) | Potency, µM (series often up to 57.7 µM), without a hit: at the top dose activity change, negative = inhibition, actives largely listed as inhibitors | hit rate 2.6% among 220,000 | AID 1347165, 2019; active means well fitted inhibition curve with a large enough effect; inconclusive means small, poorly fitted or top-dose-only effect; inactive means no such curve, though single readings can be large or run the other way; further: 0% is about no effect; nearly all actives have a fitted effect of over 70% in size
Target sequence (Q9UGL1 whole entry, looked up): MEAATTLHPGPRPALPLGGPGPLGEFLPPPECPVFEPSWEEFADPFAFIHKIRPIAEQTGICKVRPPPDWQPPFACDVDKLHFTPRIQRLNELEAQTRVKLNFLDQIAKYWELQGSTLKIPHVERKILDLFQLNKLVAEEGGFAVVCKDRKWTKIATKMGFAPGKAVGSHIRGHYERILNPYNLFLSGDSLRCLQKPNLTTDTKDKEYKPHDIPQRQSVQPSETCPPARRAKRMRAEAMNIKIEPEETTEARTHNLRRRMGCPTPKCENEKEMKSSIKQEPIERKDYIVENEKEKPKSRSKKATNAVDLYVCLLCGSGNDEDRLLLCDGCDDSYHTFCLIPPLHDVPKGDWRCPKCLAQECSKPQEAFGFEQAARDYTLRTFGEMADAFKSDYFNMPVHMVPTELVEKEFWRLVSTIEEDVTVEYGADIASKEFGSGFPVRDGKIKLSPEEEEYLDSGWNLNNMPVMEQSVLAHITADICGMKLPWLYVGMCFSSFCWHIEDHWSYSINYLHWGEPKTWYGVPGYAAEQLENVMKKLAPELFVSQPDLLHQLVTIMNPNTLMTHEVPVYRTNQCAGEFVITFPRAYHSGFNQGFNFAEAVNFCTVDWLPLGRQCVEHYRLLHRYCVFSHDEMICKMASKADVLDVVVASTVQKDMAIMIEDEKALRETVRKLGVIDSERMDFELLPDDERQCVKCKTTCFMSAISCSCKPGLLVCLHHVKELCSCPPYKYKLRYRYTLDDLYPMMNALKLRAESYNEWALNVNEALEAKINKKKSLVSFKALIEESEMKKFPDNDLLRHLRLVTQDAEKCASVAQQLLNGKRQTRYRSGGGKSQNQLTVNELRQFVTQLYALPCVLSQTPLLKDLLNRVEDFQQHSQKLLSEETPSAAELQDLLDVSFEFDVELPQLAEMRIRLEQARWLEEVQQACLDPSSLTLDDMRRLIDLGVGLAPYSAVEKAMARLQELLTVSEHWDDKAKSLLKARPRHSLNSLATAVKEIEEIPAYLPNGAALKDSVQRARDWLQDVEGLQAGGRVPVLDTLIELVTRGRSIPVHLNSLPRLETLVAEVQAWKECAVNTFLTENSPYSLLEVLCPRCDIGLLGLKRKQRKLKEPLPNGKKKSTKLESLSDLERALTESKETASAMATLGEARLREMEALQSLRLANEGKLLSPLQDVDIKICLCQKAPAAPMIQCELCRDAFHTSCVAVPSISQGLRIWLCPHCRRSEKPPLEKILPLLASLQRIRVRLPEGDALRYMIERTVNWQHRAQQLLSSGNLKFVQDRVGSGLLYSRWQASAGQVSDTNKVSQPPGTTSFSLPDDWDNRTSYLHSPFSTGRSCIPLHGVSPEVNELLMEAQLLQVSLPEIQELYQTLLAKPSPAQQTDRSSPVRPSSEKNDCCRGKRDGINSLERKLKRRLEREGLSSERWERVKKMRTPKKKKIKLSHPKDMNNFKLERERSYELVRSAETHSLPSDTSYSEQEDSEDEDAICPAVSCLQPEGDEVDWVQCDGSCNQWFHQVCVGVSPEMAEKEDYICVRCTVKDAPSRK
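qHTS format, multiple compound concentrations. Buffer 50 mM HEPES pH 7.5/0.01% Tween-20; 200 nM KDM5BΔAP final; 10 min compound preincubation; substrate-mix levels 12.5 µM peptide, 25 µM α-KG, 0.25 mM NAD⁺; 30 min RT; ΔRFU.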
Numbers without * were called inactive; ? = inconclusive; & = joins results of further samples; [ ] = another dose, or the depositor's remark. Potency means the concentration at half of the fitted maximal effect.

molecule,KDM5B inh
CCCc1noc(-c2ccn3c(CNC(=O)c4ccc(F)c(Cl)c4)nnc3c2)n1,?
CC(C)c1ccc(CNc2nc3nc4c(c(=O)n3[nH]2)CCC4)cc1,31%[activator]
COC(=O)c1cc2occc2n1Cc1nc(-c2ccccc2F)oc1C,5%&-10%
COCCNC(=O)C(=O)NCC(c1cccnc1)N1CCN(c2ccccc2F)CC1 (stereo unspecified),10%
CCC(C)NC(=O)Nc1cc(C(=O)NC)ccc1C (stereo unspecified),-3%
Cc1cc(C)n(CC(=O)N2CCCCCCNC(=O)[C@@H]3CCCC[C@@H]32)n1,-9%
CCCn1c(=NC(=O)c2c(-c3c(F)cccc3Cl)noc2C)c(C(=O)OCC)cc2c(=O)n3ccccc3nc21,-26%
COc1cccc(NC(=O)c2cc3cc(OC)ccc3n2C)c1,-21%
O=C(CCSc1ccc(F)c(F)c1)NC1CCOc2ccccc21 (stereo unspecified),22%
CC1(C)CC(=O)C(C(C2=C(O)CC(C)(C)CC2=O)c2cc(Cl)c(O)c(Cl)c2)C(=O)C1 (stereo unspecified),?
O=C(O)CCC(=O)N1CC[C@H](c2nnc(-c3cccnc3)o2)C1,-1%[86.2 µM]
COc1ccc2nc(/C(C#N)=C/c3ccccc3Sc3ccccc3)[nH]c2c1,?
COc1ccc(-c2c(NC(=O)c3ccc([N+](=O)[O-])cc3)oc3ccccc3c2=O)cc1,1%
Cc1ccc(-c2noc(CNC(=O)CN(C)S(=O)(=O)c3ccc(Cl)cc3)n2)cc1,-9%
CCCCc1c(C)nc2c(-c3ccc(OC)cc3)c(C)[nH]n2c1=O,?
Cc1ccc(NC(=O)CSc2nnc(C)n2C)c(Cl)c1,20%
COC(=O)C1=C(C)N=C2SC=C(CC(=O)NCCC(C)C)N2C1c1ccccc1Cl (stereo unspecified),?
COc1ccc(CN2C(=O)C(NC(=O)c3ccc(C)cc3)(C(F)(F)F)N=C2c2ccccc2)cc1 (stereo unspecified),-24%
O=C(Nc1cccc2ccccc12)O[C@@H]1CO[C@H]2[C@@H]1OC[C@@H]2NC(=S)Nc1ccc(Cl)cc1,-16%
CN(C)CC1(O)CCC2(CCN(C(=O)CCc3nc4ccccc4[nH]3)CC2)CC1,4%

Two compounds drawn at random from the list so far, as already listed:
molecule,KDM5B inh
CN(C)CC1(O)CCC2(CCN(C(=O)CCc3nc4ccccc4[nH]3)CC2)CC1,4%
CCCn1c(=NC(=O)c2c(-c3c(F)cccc3Cl)noc2C)c(C(=O)OCC)cc2c(=O)n3ccccc3nc21,-26%

(continued)
molecule,KDM5B inh
CNC(=O)NC[C@H]1CCN(Cc2scnc2C)C[C@H]1N(C)C,?
COc1ccc(Nc2cc(C)nc(NCc3ccccc3)n2)cc1,-9%
COc1ccc(-c2onc(C)c2C)cc1S(=O)(=O)NCc1ccc(C)o1,?
COc1ccccc1-c1ccc2ncc(Nc3cccnc3OC)n2n1,-29%[86.2 µM]
COc1ccc(CNC(=O)Cn2c(C)cc3nc4n(c(=O)c32)CCCCC4)cc1OC,26%
CN(CCCNC(=O)CN1CC2CC(C1)[C@H]1CCCC(=O)N1C2)C1CCCCC1 (stereo partly specified),11%
CCc1ccc(S(=O)(=O)c2nnn3c2nc(NCCC(C)C)c2cc(Cl)ccc23)cc1,-14%
Cc1ccc(C)c(S(=O)(=O)N2CCN(C(=O)CSc3nnnn3C3CC3)CC2)c1,0%
COC(=O)N1CCCC2(C1)C(=NC1CCCCC1)NC(=O)N2c1cccnc1 (stereo unspecified),-7%
Cc1ccc(NC(=O)CCC(=O)N2Cc3ccccc3Oc3ncccc32)cc1,3%
COCC(=O)NC[C@H]1CCN(Cc2ccc(OC)cc2)C[C@H]1N(C)C,-12%
Cn1c(=O)c2ccnn2c2ccc(C(=O)NC3CCCC3)cc21,?
CC(=O)N1CCCC(c2[nH]ccc2C(=O)NCCc2cccs2)C1 (stereo unspecified),-25%
Cc1cn(CC(=O)N2C[C@@H](C)[C@](O)(C(C)C)C2)c(=O)[nH]c1=O,-8%
Cc1occc1C(=O)NCc1nc(-c2ccc(Cl)cc2)no1,-4%
Cc1noc(C)c1CCC(=O)NC1CCCc2c1[nH]c1ccc(F)cc21 (stereo unspecified),?
CCOc1cc(C(=O)Nc2ccc3nc(N4CCN(C)CC4)cc(C)c3c2)cc(OCC)c1OCC,?
CCN1CCN(C2(C(=O)N3CCC(OC)CC3)Cc3ccccc3C2)CC1,-14%
Cc1cccc(C)c1NC(=O)C(=O)c1c(C)[nH]c2ccccc12,8%
COc1ccccc1-c1noc(CSc2nc3ccc(C)cc3[nH]2)n1,-7%
O=C1CCC2(CCCO2)CCN1Cc1ccccc1 (stereo unspecified),11%
O=c1c2cc3c(=O)n(C4CCCCCC4)ccc3nc2ccn1-c1ncn[nH]1,-21%
O=C1OCC2(CCN(Cc3ccc(F)c(Cl)c3)C2)N1Cc1ccccn1 (stereo unspecified),-25%[86.2 µM]
N#Cc1c(N)sc2c1CCc1ccccc1-2,?
Cc1ccc2nc(-c3ccccc3C)cc(C(=O)O)c2c1,3%
OC[C@H]1C[C@@H](NCc2cccc3c2OCO3)[C@H](O)[C@@H]1O,-6%[115 µM]
Cc1c(O)cc(C(=O)/C=C/c2ccccc2)cc1Cl,-1%
O=C(N[C@@H]1COCC[C@@H]1OCc1ccccc1)c1ccc2ncsc2c1,21%
O=C(CNc1cc(Cl)ccc1N1CCOCC1)Nc1ccccc1Cc1ccccc1,-15%
Cc1ccccc1CC(=O)Nc1ccc(C(=O)N2CCCC2)cc1,0%
COCC1CN(S(=O)(=O)Cc2ccc(C)c(C)c2)CC12CCNCC2 (stereo unspecified),-27%
CCC(=O)N1CCC(Oc2ncccc2C(N)=O)CC1,-2%
COc1ccc(-c2cc(N3CCCN(C(=O)C4(c5ccc(OC)cc5)CC4)CC3)n[nH]2)cc1,?
CC1CN(C(=O)COC(=O)c2cc(=O)[nH]c3ccccc23)CCO1 (stereo unspecified),79%[activator]
CN1C[C@@H]2CC[C@H](CC1=O)N2C(=O)c1cnn2cc(CCO)cnc12,32µM*
CS(=O)(=O)N1CCn2cc(C(=O)Nc3ccc(Cl)cc3Cl)nc2C1,?
COc1ccc(NS(=O)(=O)c2ccc(N/N=C/c3ccc(C)s3)c([N+](=O)[O-])c2)cc1,-6%
CCc1cccc(NC(=O)Cn2nc3n(c2=O)CCCCC3)c1,8%
CCn1c(CNC(=O)c2ccc(OC)cc2)nnc1SCC(=O)Nc1ccc(C)cc1,-26%
CC1CN(C(=O)c2cc3cc(Br)ccc3[nH]2)CC(C)O1 (stereo unspecified),-27%
COc1ccc(F)c(CN2C[C@@H](C(=O)O)C[C@@H](C(=O)NCc3ccccn3)C2)c1,?
O=C(Nc1cnc(-c2ccc(Cl)cc2)nc1)c1ccccc1Cl,?
CSc1ccc(-c2nc(CN3CCCC(CO)C3)c(C)o2)cc1 (stereo unspecified),?
CN(C)Cc1nnc(C2CC(NC(=O)Cc3noc4ccccc34)C2)n1C (stereo unspecified),?
COCCn1c(C)nnc1-c1cc(-c2ccnc(C)c2)ccn1,-13%[86.2 µM]
CC(NC(=O)c1ccc(CSc2nc3ccncc3n2Cc2ccc(F)cc2)cc1)c1ccccc1 (stereo unspecified),-21%
CN1C(=O)CCC2(CNC(=O)c3ccncc3)CCC=C12 (stereo unspecified),?
COCC(=O)NC1CCC12CCN(Cc1cccc(C)c1)CC2 (stereo unspecified),10%
Cc1cc(C)cc(-n2c(C)nc3cc(C(=O)O)ccc32)c1,2%
O=C(Cn1cc(SCc2ccccc2F)c2ccccc21)N1CCCC1,-13%
CCn1c(CO)nnc1C1CC(NC(=O)CCc2n[nH]c3c2CCCC3)C1 (stereo unspecified),41%
COCCN(Cc1cccs1)S(=O)(=O)c1cc(-c2cc(C)no2)ccc1C,-36%
Cc1nc2ccccc2n1CCc1nc2c3ccccc3nc(SCC(=O)Nc3ccc(C(C)C)cc3)n2n1,-10%
COc1cccc(/C=C(\C#N)c2nc3ccccc3[nH]2)c1,?
Cc1ccc(NC(NC(=O)c2ccco2)C(=O)c2ccc(C)cc2)cc1 (stereo unspecified),5%
CCCNC(=O)N1CCCCCCN(C)C(=O)CC1,22%
CCCSc1ncc(Cl)c(C(=O)Nc2ccc(OC)cc2OC)n1,-34%
CCCCSc1nc2sc3c(c2c(=O)n1-c1ccccc1C)CC(C)(C)OC3,-54%
O=C(NCc1ccc(OC(F)F)cc1)c1ccc(-n2cnnn2)cc1,9%
O=C(N[C@H]1C[C@H]2C(=O)NC[C@@H](CCC(=O)N3CCN(c4ccccn4)CC3)N2C1)C1CC1,32µM*

The results go on.
molecule,KDM5B inh
CCCn1c2ccccc2c2cnn(CC(=O)NCCCOC(C)C)c(=O)c21,?
COc1ccc(C(=O)N2CCC(n3cc(-c4nc(C(C)C)no4)nn3)C2)cc1 (stereo unspecified),30%
COc1ccc(-c2coc3cc(OCC#N)ccc3c2=O)cc1OC,11%
Cc1cc(C(=O)NNC(=S)Nc2ccccc2)cs1,6%
CC1CCC(NC(=O)C(c2ccccc2)c2ccccc2)CC1 (stereo unspecified),7%
O=C(Nc1ccc(Oc2ccccc2)cc1)O[C@@H]1CO[C@H]2[C@@H]1OC[C@@H]2NS(=O)(=O)c1cccs1,?
CNC(=O)N1CCC(C2CCN(C(=O)c3ccc(OC)cc3)C2)CC1 (stereo unspecified),-6%
COc1ccccc1C(=O)N1CCC2(C1)NC(=O)c1ccccc1CO2 (stereo unspecified),-5%
COc1cc2cc(C(=O)NCCCc3nnc4ccccn34)n(C)c2c(OC)c1OC,-25%
COc1cccc(OC)c1C(=O)NC1CC(=O)N(CCc2ccc(F)cc2)C1 (stereo unspecified),-9%
Cc1nc2c(N)cccn2n1,?
CC1CCCC(N2CCN(Cc3cccc(Cl)c3)CC2)C1 (stereo unspecified),?
CCN(CC)CCNC(=O)c1cc(C(C)(C)C)cc(C(C)(C)C)c1,-2%
COc1cccc(CNC(=O)C(C)n2ncn3cccc3c2=O)c1OC (stereo unspecified),-1%
CN(Cc1ccc(F)cc1)C(=O)c1n[nH]c(=O)c2ccccc12,17%
CCOc1cccc(CNC(=O)c2c(OC)cc(=O)n3c2CCCC3)c1,11%
COc1ccc(C(=O)CSc2nc(C)cc(C)c2C(=O)Nc2ccccc2C)cc1,?
COCCNC(=O)C[C@@H]1C[C@H]2O[C@H](CNC(=O)N3CCOCC3)[C@@H](O)[C@H]2O1,27%[86.2 µM]
Cc1cc(C)n(CC(=O)N2CCc3nn(Cc4ccccc4)c(=O)n3CC2)n1,-6%
O=c1[nH]c2ccccc2cc1CN(C1CCCCC1)S(=O)(=O)c1ccccc1,5%

Overlap with the part before: 7 entries; new compounds follow.
molecule,KDM5B inh
COc1cccc(CNC(=O)C(C)n2ncn3cccc3c2=O)c1OC (stereo unspecified),-1%
CN(Cc1ccc(F)cc1)C(=O)c1n[nH]c(=O)c2ccccc12,17%
CCOc1cccc(CNC(=O)c2c(OC)cc(=O)n3c2CCCC3)c1,11%
COc1ccc(C(=O)CSc2nc(C)cc(C)c2C(=O)Nc2ccccc2C)cc1,?
COCCNC(=O)C[C@@H]1C[C@H]2O[C@H](CNC(=O)N3CCOCC3)[C@@H](O)[C@H]2O1,27%[86.2 µM]
Cc1cc(C)n(CC(=O)N2CCc3nn(Cc4ccccc4)c(=O)n3CC2)n1,-6%
O=c1[nH]c2ccccc2cc1CN(C1CCCCC1)S(=O)(=O)c1ccccc1,5%
O=C(CCC1CCN(S(=O)(=O)c2ccccc2)CC1)N1CCOCC1,0%
CCN(Cc1ccc2c(c1)OCO2)C(=O)c1cc2cc(Br)ccc2[nH]1,2%
C=CCN(C(=O)c1ccccc1)C1CCS(=O)(=O)C1 (stereo unspecified),19%
C=CCOc1cccc(-c2nc(C(=O)N(C)Cc3ccco3)cs2)c1,?
O=C1CC(c2ccccc2)N(C(=O)CNC(=O)NCc2ccc(F)cc2)CCCCCCN1 (stereo unspecified),18%
O=C(O)c1ccccc1NS(=O)(=O)c1ccc(N/N=C/c2c(-c3ccccc3)[nH]c3ccccc23)c([N+](=O)[O-])c1,5%
O=C(C1COc2ccccc2C1)N1CCC(n2c(=O)[nH]c3ccccc32)CC1 (stereo unspecified),-13%
O=C1[C@@H]2C[C@@H](O)CN2C2(CN(Cc3ccccn3)C2)C(=O)N1Cc1cccc(Cl)c1,-12%[86.2 µM]
COc1cccc(OCC(O)CN2CCN(C(c3ccccc3)c3ccccc3)CC2)c1 (stereo unspecified),-14%
C=CCOC(=O)C(C#N)c1nc2ccccc2nc1N1CCN(c2ccccc2OCC)CC1 (stereo unspecified),-9%
CN1C(N)=NC(=O)/C1=C/c1ccc(F)cc1,16%
COc1ccc(CCC(=O)N2C[C@@H](Oc3ccccc3)C[C@H]2C(=O)NC2CC2)cc1,17%
Cn1cc(C(F)(F)F)ccc1=S,11%
CCn1cc(C(=O)N2C[C@@H](COCC3CC3)[C@H](c3ccccn3)C2)cn1,18%
CCOc1ccc(OCCC(=O)OCC(=O)Nc2cc(F)ccc2F)cc1,-8%
CCCCn1nc(C(=O)N(C)Cc2ccccc2F)c2ccccc2c1=O,19%
CCCC(=O)Nc1c(S(=O)(=O)c2ccc(F)cc2)c(C)c(C)n1CC(C)C,-7%

From PubChem BioAssay

A portion of the library; count on the stated rates, not on these rows.
